# Screens deposited in PubChem by several laboratories.
# EBNA-1 inh: blocks EBNA-1 binding to DNA | EBNA-1 DNA binding, fluorescence polarization | inhibition, % at 14.8 µM | 300,000 compounds, 0.34% hits | AID 1950; in the data active = inhibition above about 28%
# HCV core dimer: HCV core protein dimerization inhibition | TR-FRET GST/Flag-core106 dimerization, 1536-well | inhibition, % at 5 µM | 300,000 compounds, 0.33% hits;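 active = inhibition above the mean of all tested compounds plus 3 SD, set per screening campaign, cut at about 45% in these data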
#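 Assay system: GST-tagged and Flag-tagged HCV core protein residues 1-106 / Times: compound-protein-antibody incubation 4 h at 22.5 °C / Signal: time-resolved FRET, ex 340 nm, em 617 and 671 nm / Evaluation: % inhibition based on acceptor/donor emission ratio / Benchmarks: wells lacking GST-core106 and wells with excess unlabelled core106 / Repeats: singlicate, one well per compound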
# PP1 inh: counter-screen for PP5 inhibitors: inhibitors of human PP1-alpha; P62136; purified PP1alpha, OMFP fluorescence; inhibition, % at 6.7 µM; 320,000 compounds, 0.9% hits; AID 2235;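 active = inhibition above the mean inhibition of all tested compounds plus 3 SD, computed separately for each screening campaign, cut at about 15% in these data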
# Target sequence (P62136 whole entry, looked up): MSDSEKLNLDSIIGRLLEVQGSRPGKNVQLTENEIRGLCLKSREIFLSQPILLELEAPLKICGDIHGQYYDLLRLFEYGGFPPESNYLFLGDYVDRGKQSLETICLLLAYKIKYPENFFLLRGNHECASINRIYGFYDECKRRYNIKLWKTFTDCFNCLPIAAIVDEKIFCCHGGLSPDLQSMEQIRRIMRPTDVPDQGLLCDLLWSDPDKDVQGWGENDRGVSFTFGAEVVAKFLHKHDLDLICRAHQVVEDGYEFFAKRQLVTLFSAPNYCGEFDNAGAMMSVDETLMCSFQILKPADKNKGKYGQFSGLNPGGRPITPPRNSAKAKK
# Efflux pump inh: inhibitors of Candida antifungal efflux pumps expressed in yeast. inhibition, % at 10 µM. 330,000 compounds, 0.44% hits. S. cerevisiae Candida pump triplex, Nile Red efflux;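 active = plate passing quality check with inhibition over a set limit, or well fluorescence over plate mean plus 4 SD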;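 also: Nile Red retained in pooled yeast measured as flow cytometry median fluorescence; 0% = buffer negative control and 100% = Enniatin B positive control; higher means more Nile Red kept so more efflux inhibition; some compounds called inactive have numbers as strong as hits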
# ZTA DNA inh: counter-screen for EBNA-1 inhibitors: inhibitors of Epstein-Barr virus ZTA | inhibition, % at 11 µM | AID 2234 | ZTA-DNA binding, fluorescence polarization | 320,000 compounds, 0.15% hits | P03206; in the data active = inhibition above about 33%
# Target sequence (P03206 whole entry, looked up): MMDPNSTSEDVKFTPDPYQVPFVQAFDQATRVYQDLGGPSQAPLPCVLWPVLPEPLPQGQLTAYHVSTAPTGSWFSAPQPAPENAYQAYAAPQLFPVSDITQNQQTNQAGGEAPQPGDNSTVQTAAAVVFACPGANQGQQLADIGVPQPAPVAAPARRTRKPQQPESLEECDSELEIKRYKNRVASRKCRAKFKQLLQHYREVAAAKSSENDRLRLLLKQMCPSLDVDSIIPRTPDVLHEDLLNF
# PREPL inh: human PREPL enzyme inhibition; Q4J6C6; AID 2751; inhibition, % at 5.96 µM; 320,000 compounds, 0.68% hits; recombinant PREPL, fluorescence polarization activity-based probe; in the data active = inhibition above about 43%;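 also: 0% = enzyme with DMSO and 100% = wells lacking enzyme; many of its hits are not listed in these tables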
# Fh CTSL1 inh: counter-screen for PFM18AAP inhibitors: inhibitors of F. hepatica cathepsin L1; recombinant F. hepatica cathepsin L1, Z-Leu-Arg-MCA fluorescence; inhibition, % at 5.96 µM; 300,000 compounds, 0.49% hits; AID 1906;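 active = inhibition above the mean of all tested compounds plus 3 SD, set per screening campaign, cut at about 17% in these data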;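 also: 0% = plate median of test compound wells and 100% = 1 µM Z-Phe-Ala-diazomethylketone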
# PP5 primary: blocks human protein phosphatase 5 activity. P53041. purified PP5c, OMFP substrate fluorescence. inhibition, % at 6.7 µM. 320,000 compounds, 0.18% hits. AID 1987;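 active = inhibition above the campaign's mean inhibition across all tested compounds plus 3 SD, cut at about 9.5% in these data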;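 also: 0% = DMSO only and 100% = 100 µM cantharidin control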
# Target sequence (P53041 whole entry, looked up): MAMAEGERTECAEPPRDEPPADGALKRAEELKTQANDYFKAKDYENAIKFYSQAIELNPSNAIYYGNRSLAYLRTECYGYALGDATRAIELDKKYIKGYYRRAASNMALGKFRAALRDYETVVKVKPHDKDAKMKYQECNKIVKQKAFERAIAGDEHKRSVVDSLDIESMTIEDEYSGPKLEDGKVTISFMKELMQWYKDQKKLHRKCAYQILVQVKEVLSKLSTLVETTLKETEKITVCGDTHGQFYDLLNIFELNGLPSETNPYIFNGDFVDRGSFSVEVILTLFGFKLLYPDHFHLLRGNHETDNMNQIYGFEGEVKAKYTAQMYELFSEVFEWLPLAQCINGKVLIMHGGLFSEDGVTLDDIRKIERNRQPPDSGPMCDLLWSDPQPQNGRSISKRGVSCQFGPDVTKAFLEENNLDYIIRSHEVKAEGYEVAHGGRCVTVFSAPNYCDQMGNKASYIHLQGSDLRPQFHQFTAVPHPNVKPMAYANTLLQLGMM
# TPT1 inhibitor: blocks Candida albicans tRNA 2'-phosphotransferase | recombinant caTPT1, FP RNA substrate dephosphorylation | inhibition, % at 5 µM | 300,000 compounds, 0.81% hits | AID 1962;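 active = inhibition above the mean of all tested compounds plus 3 SD, set per screening campaign, cut at about 24% in these data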;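 also: plate controls were DMSO alone for no effect and ferristatin control at 100 nM for full effect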
# * marks the source's active call; other numbers are inactive results; . = not tested or not shown. A portion of the library; count on the stated rates, not on these rows.
# The line under a structure holds: EBNA-1 inh	HCV core dimer	PP1 inh	Efflux pump inh	ZTA DNA inh	PREPL inh	Fh CTSL1 inh	PP5 primary	TPT1 inhibitor
- CCOC(=O)c1ccc(CNC(=O)CSc2nnnn2-c2ccc(Cl)cc2)o1
→ -5	2	-10	0.1	5	-6	-7	3.9	-7
- CCC(CC)NCC(O)COc1ccc(Br)cc1 (centres undefined)
→ -6	2	2	-0.1	12	-3	-8	0.0	4
- CCOC(=O)c1c(NC(=O)CSc2nc3ccccc3c(=O)n2-c2ccccc2)sc(C(C)=O)c1C
→ 3	2	-3	0.3	-11	-7	-1	3.1	4
- CCN1CCN(C(=O)/C(=C/c2cccs2)NC(=O)c2ccc(C)c(C)c2)CC1
→ 0	-7	1	-0.1	14	9	0	-0.2	3
- COc1cc(/C=C/C(=O)O)cc(S(=O)(=O)NC2CC2)c1OC
→ 1	2	1	0.0	9	3	0	1.7	-3
- CN1CCN(c2nnc(-c3cccs3)c3ccccc23)CC1
→ -6	-2	3	0.0	-18	-5	2	5.4	4
- O=C(O)/C=C/C(=O)NCc1ccccn1
→ 4	-4	-3	0.0	-1	24	3	-3.2	-14
- CC(=O)c1c(Nc2ccccc2)sc(C(=O)c2ccccc2)c1C
→ 2	-11	1	-0.2	15	6	3	-3.8	-2
- Cc1nn(Cc2ccc(Cl)cc2)c(C)c1NC(=O)CCCn1nc([N+](=O)[O-])c(Cl)c1C
→ -9	1	-3	0.4	-7	22	-3	0.0	-1
- Cc1ccc(C2C(=O)N(C3CCC(C)CC3)CC(=O)N2C2CCCC2)cc1 (centres undefined)
→ -7	-2	-1	-0.1	-24	2	-3	4.0	1
- O=C1C2C3C=CC(C3)C2C(=O)N1CCN1CCN(Cc2ccc([N+](=O)[O-])cc2)CC1 (centres undefined)
→ -13	0	-1	-0.1	-18	-2	-1	-0.1	-2
- CCOC(=O)C1=C(CSc2nc3c(cc2C#N)CN(C)CC3)OC(N)=C(C#N)C1c1ccc(Cl)cc1 (centres undefined)
→ 0	57*	11	0.5	-1	35	9	2.2	13
- CCCC(=O)Nc1c(C(=O)OCC)[nH]c2ccccc12
→ -10	-2	2	-0.1	5	-1	-4	-1.3	-2
- O=C(COC(=O)/C=C/c1ccc(C(F)(F)F)cc1)NC1CCS(=O)(=O)C1 (centres undefined)
→ 6	-6	4	-0.1	-4	27	-8	-0.9	-6
- C/C(=N/OC(=O)c1ccccc1)c1oc(C)nc1C
→ 5	3	-3	0.0	8	7	0	-0.8	-1
- CC(C)[C@H](NC(=O)c1cccc(CN(Cc2ccccc2)C(=O)/C=C/c2ccccc2)c1)C(=O)O
→ 6	-2	-3	-0.1	-6	-2	1	3.0	-4
- CCOc1ccc(-c2ccc(/C=C3/C(=N)N4C=CSC4=NC3=O)o2)c([N+](=O)[O-])c1
→ -5	6	-1	0.2	4	1	1	4.2	10
- COc1cc([N+](=O)[O-])ccc1NC(=O)Cc1ccc(F)cc1
→ 1	-6	-2	-0.1	-7	6	-2	0.4	0
- COc1ccc2c(c1)-c1nc(/N=C/c3cccc(OC)c3O)sc1CC2
→ 8	-10	4	-0.2	10	0	-2	0.3	0
- CC(C)C[C@H](CO)Nc1nc(Nc2cccc(Cl)c2)c2ncn(C(C)C)c2n1
→ 5	-11	4	0.1	-1	15	7	5.9	4
- COc1ccc(Cc2nc(N)nc(N)n2)cc1
→ -8	-4	-4	0.0	0	-3	2	2.5	1
- Cn1c(CNS(=O)(=O)c2ccc(Cl)cc2)n[nH]c1=S
→ 2	1	-5	0.1	11	-4	-2	0.9	0
- Cc1sc2nc(C(C)C)oc(=O)c2c1C
→ -2	4	2	-0.1	-5	1	5	0.7	1
- O=C(NCCC1CCCCN1S(=O)(=O)c1cccs1)C(=O)Nc1ccccc1F (centres undefined)
→ -3	3	-9	-0.1	-7	1	-4	0.3	-3
- CC(C)(C)NC(=O)COC(=O)/C=C/c1ccc(F)cc1
→ 7	0	-1	-0.2	8	6	-3	-0.4	-1
- COCc1c(C(=O)OCc2nc3ccsc3c(=O)[nH]2)oc2ccccc12
→ .	.	1	0.1	3	-11	.	1.4	.
- CCC(=O)NC(c1cccs1)c1cc(Cl)c2ccccc2c1O (centres undefined)
→ .	.	1	0.0	1	8	.	0.8	.
- C[C@]12C=CC(=O)C=C1CC[C@@H]1C2C(O)C[C@@]2(C)C1CC[C@]2(O)C(=O)COC(=O)CCC(=O)NC(CC(=O)O)C(=O)O (some centres undefined)
→ 2	3	0	-0.1	-2	-2	-10	0.5	1
- CCCCC(=O)NC(=S)Nc1ccc(NC(=O)C(C)C)c(OC)c1
→ 3	-5	2	0.0	0	18	3	-1.6	1
- CCOC(=O)c1sc(/N=C/c2ccc(O)cc2O)cc1C
→ 6	2	0	-0.1	4	-3	4	-0.2	3

# Results in EBNA-1 inh (3 entries from above):
canonical_smiles	EBNA-1 inh
Cn1c(CNS(=O)(=O)c2ccc(Cl)cc2)n[nH]c1=S	2
Cc1sc2nc(C(C)C)oc(=O)c2c1C	-2
O=C(NCCC1CCCCN1S(=O)(=O)c1cccs1)C(=O)Nc1ccccc1F (centres undefined)	-3

# The listing picks up; the three compounds before the break are reprinted first.
# The line under a structure holds: EBNA-1 inh	HCV core dimer	PP1 inh	Efflux pump inh	ZTA DNA inh	PREPL inh	Fh CTSL1 inh	PP5 primary	TPT1 inhibitor
- C[C@]12C=CC(=O)C=C1CC[C@@H]1C2C(O)C[C@@]2(C)C1CC[C@]2(O)C(=O)COC(=O)CCC(=O)NC(CC(=O)O)C(=O)O (some centres undefined)
→ 2	3	0	-0.1	-2	-2	-10	0.5	1
- CCCCC(=O)NC(=S)Nc1ccc(NC(=O)C(C)C)c(OC)c1
→ 3	-5	2	0.0	0	18	3	-1.6	1
- CCOC(=O)c1sc(/N=C/c2ccc(O)cc2O)cc1C
→ 6	2	0	-0.1	4	-3	4	-0.2	3
- COc1ccc2c(C)cc(=O)oc2c1C
→ -16	-2	-6	0.1	-4	7	-2	-1.8	2
- CCC(C)c1ccc2oc(-c3ccc(NC(=O)Cn4cnc5c(=O)n(C)c(=O)n(C)c54)cc3)nc2c1 (centres undefined)
→ -4	19	-5	0.6	8	3	-3	6.3	3
- COc1cc(/C=C2\SC(=S)N(N(C)c3ccccc3)C2=O)ccc1O
→ 1	0	-2	0.0	16	-32	4	-1.1	13
- CCCCNC(=O)c1ccc(CS(=O)(=O)c2cccc(C(F)(F)F)c2)o1
→ -1	-1	-3	0.0	10	4	-2	-0.1	1
- CN(C(=O)c1cccc(NC(=O)c2ccco2)c1)c1ccccc1
→ -6	-8	-5	0.1	-8	-2	-25	0.6	0
- CCc1cc2c(=O)n(CCCOC)c(SCC(=O)Nc3oc(C)c4c(C)n[nH]c(=O)c34)nc2s1
→ 7	2	-4	0.0	12	-3	-4	-2.5	-2
- Cc1cccc(C)c1NC(=O)CSc1nnc([C@H](C)NC(=O)OC(C)(C)C)o1
→ -6	-8	-5	-0.2	-17	3	1	1.4	1
- O=C(CCN1C(=O)S/C(=C\c2ccccc2)C1=O)Nc1ccc(S(=O)(=O)Nc2nccs2)cc1
→ 7	21	2	-0.1	-3	26	2	0.3	0
- CC(C)C(NC(=O)c1ccccc1)C(=O)N1CCCCCC1 (centres undefined)
→ -10	-6	-1	0.1	3	16	7	1.9	0
- CCOC(=O)c1c(NC(=O)COC(=O)c2ccc(Cl)nc2)sc(C(=O)N(C)C)c1C
→ 0	10	-2	0.1	-7	-3	2	-1.4	4
- Nc1nc(SCC(=O)Nc2ccc(OCc3ccccc3)cc2)n[nH]1
→ -4	-4	1	0.1	15	6	0	-0.1	3
- O=C(COC(=O)c1ccccc1NS(=O)(=O)c1cc([N+](=O)[O-])ccc1Cl)c1ccccc1
→ 6	-3	-6	0.5	6	-9	0	3.2	0
- COc1ccc(OCCSc2nnc(C)n2-c2ccccc2)cc1
→ -13	4	-2	0.9	-3	22	-1	2.1	-3
- COC(=O)c1cc(-c2ccc(C)o2)nc2ccccc12
→ 11	14	2	-0.1	14	2	2	-1.6	3
- O=C(NCc1ccncc1)C(=O)N/N=C/c1cccnc1
→ -1	-4	-2	0.0	-18	9	1	0.3	4
- O=C1NC(=O)N(Cc2ccccc2F)C1=O
→ -6	1	-1	-0.1	-3	4	1	0.1	0
- COc1cc(C(F)(F)F)c(C(=O)N(C)Cc2ccc(Cl)c(Cl)c2)cn1
→ 5	-1	3	-0.1	12	-4	-2	0.6	-1
- C/C(=N\NC(=O)c1cc(C)nc2ccccc12)c1ccncc1
→ -3	-3	-2	0.0	6	-4	0	0.2	0
- NC1=NC[C@H](Cc2ccccc2)N1CCc1cc(C(F)(F)F)cc(C(F)(F)F)c1
→ 2	6	7	0.1	-6	12	-4	1.3	-3
- Cc1nc(C)n(C)c(=O)c1-c1ccccc1
→ -3	1	0	0.0	4	-5	0	-0.1	0
- CCN(CC)C(=O)CC(c1ccc(F)cc1)c1ccc(OC)cc1 (centres undefined)
→ -3	-9	2	1.0	-1	8	-8	-4.4	-1
- COc1ccc(NC(=O)C(NC(=O)c2ccc(C)cc2)c2ccccc2)cc1 (centres undefined)
→ -5	2	-4	0.3*	-12	-1	-2	7.0	1
- O=C(CSc1nc(-c2ccccc2)c(-c2ccccc2)o1)N1CCOCC1
→ -15	7	0	0.2	-4	9	4	6.6	3
- COCCCNC(=O)c1c(N)n(-c2ccccc2)c2nc3ccccc3nc12
→ -3	-4	2	0.3	-5	13	2	3.6	1
- CCN(CC)CCCNC(=O)c1cn(C)c(=O)c2c1c1ccccc1n2C
→ -17	-2	0	0.0	-15	11	-6	1.5	-5
- Cc1ccccc1CSc1n[nH]c(NS(=O)(=O)c2ccccc2)n1
→ 6	-2	4	-0.1	2	12	1	3.0	-2
- O=C1/C(=C/c2cccnc2)SC(=S)N1N1CCOCC1
→ 4	-1	-3	-0.2	0	3	-3	-2.4	-5
- O=c1nc2ccccc2c(NS(=O)(=O)c2ccccc2)n1-c1ccccc1
→ 0	1	-6	0.0	13	-5	1	-1.9	0
- Cc1ccc(C)c(Cn2nnc3c(=O)[nH]c(C4CCCN(C(=O)c5ccco5)C4)nc32)c1 (centres undefined)
→ -9	13	1	0.5	-22	-3	1	-0.5	-2
- O=C(O)CCCCn1c(SCC(=O)Nc2ccccc2C(F)(F)F)nc2ccsc2c1=O
→ 9	0	-1	0.0	10	-16	-4	-0.2	-2
- Nc1ccnc(Oc2ccc(F)cc2)c1
→ 9	0	-1	-0.1	2	1	-2	0.1	-2
- CCOc1cc(/C=N/NC(=O)N/N=C/c2ccc(O)c(OCC)c2)ccc1O
→ -7	-14	-4	0.0	2	19	3	0.4	-1
- NC(=O)C1CCN(C(=O)Cn2cccc2C(=O)c2ccccc2)CC1
→ -15	-3	-2	0.2	-14	1	-3	1.4	4

# Records listed above marked active in HCV core dimer.
structure | EBNA-1 inh | HCV core dimer | Efflux pump inh | PREPL inh | PP5 primary | TPT1 inhibitor
CCOC(=O)C1=C(CSc2nc3c(cc2C#N)CN(C)CC3)OC(N)=C(C#N)C1c1ccc(Cl)cc1 (centres undefined) | 0 | 57* | 0.5 | 35 | 2.2 | 13

# A second format for part of the listing above.
> COc1cc(/C=C2\SC(=S)N(N(C)c3ccccc3)C2=O)ccc1O
  EBNA-1 inh: 1
  HCV core dimer: 0
  PP1 inh: -2
  Efflux pump inh: 0.0
  ZTA DNA inh: 16
  PREPL inh: -32
  Fh CTSL1 inh: 4
  PP5 primary: -1.1
  TPT1 inhibitor: 13

> CCCCNC(=O)c1ccc(CS(=O)(=O)c2cccc(C(F)(F)F)c2)o1
  EBNA-1 inh: -1
  HCV core dimer: -1
  PP1 inh: -3
  Efflux pump inh: 0.0
  ZTA DNA inh: 10
  PREPL inh: 4
  Fh CTSL1 inh: -2
  PP5 primary: -0.1
  TPT1 inhibitor: 1
